Source: PubChem BioAssay (several laboratories)
Insulin prom up: insulin promoter activators in MIN6 cells, imaging, high-content screening, mouse beta cells | MIN6 insulin promoter-GFP reporter; active compounds read high | z-score at 5 µM | hit rate 0.3% among 190,000 | AID 1625, 2009;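 active = z-score above 3 at 5 µM with at least 500 cells counted in the well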
MT stabilizer: microtubule stabilizers in HeLa cells, primary screen, imaging, high-content imaging | hit rate 0.83% among 200,000 | % tubulin-high responders, % at 10 µM | AID 2205, 2009 | HeLa tubulin immunostaining HCS, 24 h; share of cells brighter than vehicle mean+2SD;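 active = plate Z-score above 3 for both tubulin-high and condensed-nucleus cell shares, with cell loss under 80%, at 10 µM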;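 note: anti alpha tubulin signal scored within the nucleus-defined area of each cell; some results filed as inactive read as strong as hits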
Yfh1-depleted yeast: enhancers of respiration in Yfh1-depleted yeast, dose response, Friedreich's ataxia, plus single-dose screen (AID 1465); S. cerevisiae Yfh1-off respiration, WST-1 reduction, 72 h; higher fold induction means a stronger effect; one-dose fold induction at 50 µM; EC50 in µM for titrated hits; hit rate 0.074% among 220,000;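 active = fold induction of absorbance versus untreated yeast above a set limit, then at least 30% activation at any dose in follow-up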;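 note: activators that raise dye reduction in frataxin-depleted yeast; strong numbers were not always called active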
NOD2 inhibition: NOD2 signaling inhibitors, cell-based, luminescence, uHTS, HEK293 (AID 1566). inhibition, % at 4 µM; hits with a dose series show EC50 in µM. hit rate 0.63% among 290,000. HEK293 NOD2/NF-kB luciferase reporter, luminescence; higher % means a stronger effect; in the data active = inhibition above about 50%; note: many of its hits are not listed in these tables
Autophagy HCS: autophagy modulators in MEF cells, primary screen, imaging, high-content, MEF GFP-LC3; MEF GFP-LC3 puncta imaging; test concentration mostly 10 µM; calls only at 10 µM (by protocol); hit rate 0.98% among 190,000; AID 463193, 2010;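 active = percentage of spot-positive cells more than 3 SD above its plate mean, without a fluorescence outlier flag or 80% toxicity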;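 note: spot-positive cell cutoff set from DMSO-treated cells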
Dynein transport: inhibitors of GR-EGFP nuclear translocation, primary screen, dynein cargo transport inhibitor project, imaging, high-content, 3617.4 mouse cells; hit rate 0.47% among 220,000; AID 1381, 2008; z-score, hits read low; test concentration mostly 20 µM; stimulated with dexamethasone, 1 µM; active compounds read low;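 active = plate z-score of nuclear minus cytoplasmic receptor signal below a set negative limit, without overly bright fluorescence or cell loss, cut at about -3.5 in these data, passing the limit was not always enough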;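 note: z-score of nuclear minus cytoplasmic ring GR-EGFP intensity difference per well; some compounds called inactive have numbers as strong as hits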
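medium = tetracycline-free induction medium containing charcoal-stripped FBS | probe or stimulus = dexamethasone, 1.0 µM final | timing = 48 h induction, then 1 h compound, then 30 min agonist, 37 °C | detection = automated 10x imaging of fixed Hoechst-stained cells | read-out basis = nuclear versus cytoplasmic GR-EGFP signal, averaged per well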
bCat nuc transl: modulators of beta-catenin nuclear translocation, primary screen, imaging, HeLa cells, immunofluorescence, high-content; nuclear translocation activity, % at 5 µM; hit rate 0.3% among 190,000;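 active = nuclear translocation activity above 50% at 5 µM, with a well cell count of 50 or more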;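 note: per-cell ratio of nuclear to cytoplasmic median beta-catenin stain intensity; plate controls were DMSO negative control for no effect and GSK-3 inhibitor IX positive control for full effect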
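Assay system: human HeLa cells, native beta-catenin; doses: 5 µM primary, 0.02–20 µM confirmation; incubation: compound treatment 24 h, 37°C, 5% CO2; technique: fluorescence imaging of beta-catenin antibody stain plus DAPI; measure: % activation, nuclear-to-cytoplasmic median beta-catenin signal ratio per cell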
WT yeast gro inh: growth inhibition of WT strain, primary screen, mitochondrial fusion inhibitor project, WT and mutant strains, chemical genetic | mitochondrial fusion phenotypic screen | inhibition, % at 10 µM | hit rate 2.1% among 190,000 | AID 1362, 2008; in the data active = inhibition above about 58%; tested in S. cerevisiae
Hep lipid drop: inhibitors of hepatocyte lipid droplet formation, primary screen, imaging, high-throughput imaging, BODIPY stain. AML12 mouse hepatocytes, oleate lipid droplets. inhibition, % at 6.5 µM. hit rate 0.4% among 240,000;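 active = lipid droplet intensity inhibited by at least 50%, with more than 500 cells counted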
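Test system: AML12 hepatocytes (mouse); reagent: oleate loading, 100 µM; dosing: one dose, 6.5 µM compound; incubation: overnight exposure; signal: fluorescence imaging, 20x objective, two fields per well; read-out basis: % inhibition of corrected integrated BODIPY droplet signal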
WT yeast gro inh mutant strain: second read-out of WT yeast gro inh, no call of its own (marks repeat the call); inhibition, %; mitochondrial fusion phenotypic screen, mutant strain inhibition
Dynein transport cytoplasmic EGFP: second read-out of Dynein transport, no call of its own (marks repeat the call); z-score; measured here: cytoplasmic GR-EGFP intensity; active compounds read high
Dynein transport nuclear GR-EGFP: further read-out of Dynein transport, marked with its call; z-score; measured here: nuclear GR-EGFP intensity;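 lower value marks the stronger effect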
Dynein transport cell count: second read-out of Dynein transport, no call of its own (marks repeat the call); z-score; measured here: cell count per field
Insulin prom up cell count: also measured in Insulin prom up; calls as there; cell count; measured here: cytotoxicity, nuclei count;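 total cells summed across four imaged fields per well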
Hep lipid drop cells 6.5 µM: further read-out of Hep lipid drop, marked with its call; cell count; measured here: cell count, cytotoxicity flag;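 cells counted across two imaged fields per well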
bCat nuc transl cell count 5 µM: further read-out of bCat nuc transl, marked with its call; cell count; measured here: cell count, cytotoxicity flag
MT stabilizer Hoechst-high %: also measured in MT stabilizer; calls as there; % Hoechst-high responders; measured here: nuclear condensation Hoechst responders;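 share of cells brighter than vehicle mean plus two SD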
MT stabilizer cytotoxicity %: second read-out of MT stabilizer, no call of its own (marks repeat the call); toxicity, %; measured here: cytotoxicity by cell density;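 0% = mean cell density of plate MIN control wells and 100% = no cells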
Autophagy HCS cell loss 18 h: recorded beside Autophagy HCS, whose call it bears; toxicity, %; measured here: cell loss, nuclei count;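 cell loss after 18 h compound exposure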
* marks the source's active call; other numbers are inactive results; i = inactive; . = not tested or not shown.

SMILES	Insulin prom up	Insulin prom up cell count	MT stabilizer	MT stabilizer Hoechst-high %	MT stabilizer cytotoxicity %	Yfh1-depleted yeast	NOD2 inhibition	Autophagy HCS	Autophagy HCS cell loss 18 h	Dynein transport	Dynein transport cytoplasmic EGFP	Dynein transport nuclear GR-EGFP	Dynein transport cell count	bCat nuc transl	bCat nuc transl cell count 5 µM	WT yeast gro inh	WT yeast gro inh mutant strain	Hep lipid drop	Hep lipid drop cells 6.5 µM
COc1ccc(NC(=O)CCNS(=O)(=O)c2ccc3c(c2)CCC(=O)N3)cc1	-0.58	1588	2.6	1.3	8.0	i	-3%	i	-16	-0.4	-0.22	0.25	0.96	1.2	1284	-9	4	.	.
CC(=O)N1CC=C2C(C#N)=C(N)C(C#N)(C#N)C(C)C2C1 (stereo not drawn)	0.92	1139	1.7	2.8	10	i	-5%	i	14	-0.45	-0.048	0.039	0.3	-0.4	962	-6	-2	2	756
CCn1c(SCC(=O)c2ccccc2)nnc1-c1cnccn1	0.61	1235	1.4	0.2	41	i	-18%	i	3	-0.45	-0.27	0.057	-0.12	.	.	-4	0	0	758
COC(=O)c1c(NC(=S)Nc2ccc(C(=O)N3CCOCC3)cc2)sc2c1CCC2	0.63	1631	1.2	1.4	7.8	i	16%	i	13	-0.8	-0.22	-0.31	0.22	-0.1	952	-15	6	6	708
O=S(=O)(Nc1ccc2c(c1)OCCO2)c1ccc(Br)s1	-0.03	1235	3.6	0.4	51	i	3%	i	7	3.8	1.8	3.8	-3	-5.5	1140	4	18	1	766
COc1cccc(CNC(=O)CCN2C(=S)NC(C)(C)CC2C)c1 (stereo not drawn)	-0.1	1169	2.1	2.2	5.6	i	0%	i	8	-0.03	-0.13	0.31	0.16	-2.5	1048	-8	18	-3	665
CC(NC(=O)COC(=O)[C@@H]1CCCN1S(=O)(=O)c1ccccc1F)C12CC3CC(CC(C3)C1)C2 (stereo partly drawn)	-1.4	1373	1.3	2.3	9.1	i	28%	i	3	-0.0027	-0.21	0.44	-0.71	-1.2	917	2	7	5	639
C/C(=N\NC(=S)NCCc1ccccc1)c1ccc(C)cc1	-0.28	655	2.0	1.8	19	i	17%	i	-5	-0.043	-0.27	0.098	-0.5	-0.1	1174	54	40	-24	735
CC12CNCC(C)(CN(C3(O)C(=O)Nc4ccc(Br)cc43)C1)C2=O (stereo not drawn)	1.4	1402	1.7	2.1	8.2	i	-1%	i	3	1.8	-0.25	0.76	-0.53	-0.2	1547	2	-9	12	600
Cc1ccccc1N(CC(=O)Nc1ccccc1C(=O)NCc1ccco1)S(=O)(=O)c1ccccc1	-0.75	1531	6.8	3.1	16	i	24%	i	-1	0.29	-0.16	-0.14	-1.6	-0.5	1041	-21	-10	0	676
O=C(CCl)Nc1ccc(N2CCCCCC2)cc1	0.75	950	7.7	2.4	5.7	i	-13%	i	20	-6*	0.6*	-2.5*	0.95*	2.5	1330	-3	35	10	617
O=C(COc1ccc2c(c1)OCO2)Nc1ccccc1F	-0.1	1537	1.6	1.6	9.0	i	-122%	i	33	0.47	-0.037	0.26	0.055	-3.4	1103	12	3	4	643
COC(=O)c1ccccc1NC(=O)c1ccc(COc2ccccc2)o1	-0.22	1250	1.9	1.5	5.5	.	-78%	i	4	-1.1	-0.24	-0.95	0.035	-4.9	1230	30	22	0	736
Cc1ccc(C)c(OCc2nc3ccccc3[nH]2)c1	-0.08	1261	7.9	1.8	7.5	i	-39%	i	1	0.3	-0.32	0.21	-0.3	1.6	1060	16	18	3	722
O=C(c1ccc(-c2ccc([N+](=O)[O-])cc2Cl)o1)N1CCOCC1	-0.15	1379	2.5	3.6	13	i	-36%	i	-3	-0.11	-0.27	0.26	-0.35	1.3	1519	6	2	-1	711
COC(=O)c1ccc(NC(=S)N2CCCC2)cc1	-0.42	1346	3.0	1.5	3.8	i	1%	i	24	-0.52	-0.27	-0.31	0.52	-1.8	1086	4	3	20	704
CCN(c1ccccc1)S(=O)(=O)c1cccc(C(=O)NCC(c2cccs2)N(C)C)c1 (stereo not drawn)	-0.88	1285	2.1	2.1	1.2	i	2%	i	5	0.35	0.48	0.44	-0.033	0.6	1128	10	-9	0	652
O=C(Cn1cc2c(n1)CCCC2)NCCCN1CCN(C2CCCCC2)CC1	.	.	3.9	1.3	4.3	i	-11%	i	13	1.3	-0.22	0.76	-0.036	-1.9	1135	8	6	-4	594
C[C@@]12CCC=C[C@H]1[C@H](c1ccc3ccccc3c1)N(Cc1ccccc1)C2=O	.	.	.	.	.	i	-8%	.	.	-2.8	-0.39	-1.1	0.017	-1.4	1117	.	.	6	677
COc1cc(CNC2CCCCC2OC)cc(OC)c1OC (stereo not drawn)	-0.25	1406	3.8	2.6	2.7	i	-1%	i	-6	0.18	-0.25	0.17	0.43	1.8	607	-6	8	3	617
CCOC(=O)C1(Cc2ccc(Cl)cc2)CCN(C(=O)c2cscn2)CC1	0.09	1450	.	.	.	i	-16%	i	-19	-0.66	-0.27	-0.036	0.32	0.5	1009	5	-18	-44	718
C(#CCN1CCC(Cc2ccccc2)CC1)COCCOCc1ccccc1	-0.63	1322	1.7	2.1	7.5	i	-13%	i	-4	-0.22	-0.24	-0.094	0.88	-0.2	964	12	3	-59	564
Brc1ccc2nc(N3CCCC3)sc2c1	.	.	4.6	1.6	16	i	-80%	i	-26	2.2	0.26	1.5	-1.6	-0.3	1119	15	20	-5	694
Clc1ncnc2c1oc1ccccc12	-0.05	1740	0.8	1.6	13	i	-55%	i	4	-0.94	-0.15	-0.72	1.2	-2.3	1093	-4	17	-7	621
COC(=O)C1=C(N)Oc2c(oc(CO)cc2=O)C1c1ccccc1F (stereo not drawn)	.	.	2.9	2.1	11	i	21%	i	-3	-0.62	-0.17	-0.93	-0.48	.	.	3	-44	.	.
COc1ccc(CC(=O)NN2C(=O)c3ccccc3C2=O)cc1	1.4	1273	3.0	2.4	0.6	i	-5%	i	21	-0.15	-0.3	-0.31	0.5	5.2	512	-11	-23	-41	632
O=C(Nc1ccc(CN2CCOCC2)cc1)c1cc2ccccn2n1	.	.	6.5	2.1	4.8	i	-16%	.	.	0.077	-0.17	0.35	-0.11	-0.3	1127	6	2	12	653
CC1CCc2c(sc(NC(=O)CSc3nnc(-c4ccccc4)o3)c2C#N)C1 (stereo not drawn)	-0.13	1536	2.3	2.9	7.5	i	-5%	i	-21	2.5	-0.058	1.1	-2.3	-1.0	1063	21	-16	16	624
Cc1cc(Br)ccc1OCCCCN1CCC(C)CC1	0.29	1496	2.4	3.8	8.8	i	-16%	i	3	-1.3	0.19	-0.83	1.3	.	.	18	39	-16	669
O=C(O)c1nn(-c2ccccc2-c2n[nH]c(=O)[nH]c2=O)c(=O)[nH]c1=O	1.6	1033	.	.	.	i	-6%	.	.	0.32	-0.63	-0.0068	-0.6	0.9	1353	.	.	4	820
COc1cccc(CNS(=O)(=O)c2ccc3c(c2)CCN3C(=O)C2CC2)c1	-0.04	1120	3.0	2.3	3.4	i	15%	i	-49	0.25	-0.33	0.19	0.55	-0.4	1143	-6	1	6	678
CCOP(=O)(c1ccc(N(C)C)cc1)C(O)c1ccccc1OC (stereo not drawn)	-0.66	1394	3.3	0.8	18	i	12%	i	5	-0.14	-0.17	0.068	0.42	.	.	-16	-13	-25	706
COc1cccc(OC)c1CN(C)C(=O)c1cnccc1C(F)(F)F	1.9	1368	.	.	.	i	8%	.	.	0.091	-0.23	-0.084	0.4	-0.4	1308	.	.	-29	728
Cc1ccc(OCC(O)CN2CCN(Cc3ccc4c(c3)OCO4)CC2)cc1C (stereo not drawn)	-0.04	1405	3.2	4.3	0.9	i	-41%	i	3	-0.47	-0.11	-0.58	0.67	0.0	1080	22	36	-9	661
CCCNNC(=O)C(O)(c1cccc(C)c1)c1cccc(C)c1	-0.09	1427	2.4	2.1	4.0	i	-5%	i	4	0.78	-0.22	0.74	-1.1	-5.1	529	0	-3	-33	630

Compound profiles, as listed above. Order of values: Insulin prom up	Insulin prom up cell count	MT stabilizer	MT stabilizer Hoechst-high %	MT stabilizer cytotoxicity %	Yfh1-depleted yeast	NOD2 inhibition	Autophagy HCS	Autophagy HCS cell loss 18 h	Dynein transport	Dynein transport cytoplasmic EGFP	Dynein transport nuclear GR-EGFP	Dynein transport cell count	bCat nuc transl	bCat nuc transl cell count 5 µM	WT yeast gro inh	WT yeast gro inh mutant strain	Hep lipid drop	Hep lipid drop cells 6.5 µM
Listed for `CCCNNC(=O)C(O)(c1cccc(C)c1)c1cccc(C)c1` = -0.09	1427	2.4	2.1	4.0	i	-5%	i	4	0.78	-0.22	0.74	-1.1	-5.1	529	0	-3	-33	630
Listed for `Cc1ccc(OCC(O)CN2CCN(Cc3ccc4c(c3)OCO4)CC2)cc1C` (stereo not drawn) = -0.04	1405	3.2	4.3	0.9	i	-41%	i	3	-0.47	-0.11	-0.58	0.67	0.0	1080	22	36	-9	661

Not all compounds are listed (hit frequency here may not be typical).
